FECH block = inhibitors of human ferrochelatase; AID 1671448; P22830; calls only at 10 µM (by protocol); 3.3% of 20,000 active; purified FECH, Ni-mesoporphyrin absorbance 550 nm;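 active = enzyme reaction rate more than 3 SD below the solvent-only control wells on the same plate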;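 also: lower slope than DMSO wells means FECH inhibition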
Target sequence (P22830 whole entry, looked up): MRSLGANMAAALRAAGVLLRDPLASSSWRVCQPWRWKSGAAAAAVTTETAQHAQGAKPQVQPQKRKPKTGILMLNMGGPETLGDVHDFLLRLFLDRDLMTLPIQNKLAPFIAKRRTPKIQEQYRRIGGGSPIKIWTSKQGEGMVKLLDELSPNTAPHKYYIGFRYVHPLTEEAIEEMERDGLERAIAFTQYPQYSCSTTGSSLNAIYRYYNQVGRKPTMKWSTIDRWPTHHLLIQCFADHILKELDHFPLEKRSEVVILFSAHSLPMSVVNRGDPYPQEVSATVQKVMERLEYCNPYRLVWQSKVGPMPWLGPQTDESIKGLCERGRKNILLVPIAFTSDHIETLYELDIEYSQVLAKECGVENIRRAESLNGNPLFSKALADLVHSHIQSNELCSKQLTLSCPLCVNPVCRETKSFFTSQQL
Calls only; i = inactive; + = active, no number. Not all compounds are listed; rates above refer to the full screens.

FECH block	smiles
i	Cc1cccc(-n2cc(-c3ccn(CC(=O)Nc4ccnn4C)n3)cn2)c1
i	Cc1ccc2cc(-c3noc(CCC(=O)NCCc4ccccc4)n3)c(=O)[nH]c2c1
i	CCN(Cc1ccc(-c2ccccn2)cc1)C1CCS(=O)(=O)C1 (configuration not stated)
+	COCCNC(=O)C1(C)Cn2c(cc3ccsc32)C(=O)N1Cc1ccccc1C (configuration not stated)
i	Cc1ccc(C2=CC(c3ccccc3Cl)n3nc(N4C(=O)CCC4=O)nc3N2)cc1 (configuration not stated)
i	COc1c(C)cnc(Cn2c(=O)c3cnc(C)nc3n(C)c2=O)c1C
i	Cc1ccc(CNC(=O)C2(C)Cn3nc(C(=O)NCCCN4CCCCCC4)cc3C(=O)N2C)cc1 (configuration not stated)
i	C=CCN(Cc1cccnc1)C(=O)[C@@]12CC[C@@H](C1)C(C)(C)C2=C
i	Cc1ccc(-n2ncc3c(-n4nc(C)cc4NC(=O)COc4ccccc4)ncnc32)c(C)c1
i	O=S(=O)(c1c(Cl)nc2sccn12)N1CCn2cncc2C1
i	O=C(NCc1csc2ccc(Cl)cc12)c1cn(CC2CCCNC2)nn1 (configuration not stated)
i	Cn1c(=O)n(Cc2ccccn2)c(=O)c2cnc(-c3cccnc3)nc21
i	O=C(NCCCn1nnc2ccccc21)c1cn(-c2ccccc2)nn1
i	Cc1ccc(S(=O)(=O)N2CCN(c3nc(C)cc(N4CCN(C)CC4)n3)CC2)cc1
i	O=C(O)c1[nH]ncc1CN1CCN(c2nnc(C(F)(F)F)s2)CC1
i	Cc1ncsc1CCN(C)C(=O)c1ccc(Cl)s1
i	Cc1cc(N2CCCC2)nc(Nc2ccc(NC(=O)C3CCCCC3)cc2)n1
i	CCC(=O)NCc1ccccc1-c1cccnc1OC
i	CNc1ncc(CN(C)C(=O)c2cccc(CC3CCNCC3)c2)cn1
i	Cc1cc(CN2CCc3[nH]cnc3C2c2cccn2-c2nccs2)on1 (configuration not stated)
i	CCNC(=O)C1CCN(c2ncnc3c2nc2n3CCCCC2)CC1
i	COc1cc(OC)c(NC(=O)NCCc2nc3cccnc3n2-c2ccccc2)cc1Cl
i	O=C1Nc2cc(C(=O)N3CCOCC3)ccc2N2CCCCC12 (configuration not stated)
i	COc1ccc(C(=O)NC2CC(=O)N(c3cccc(F)c3)C2)c(OC)c1 (configuration not stated)
i	Cc1cccnc1CC(C)Nc1nc(-c2cccnc2)nc2c1CCNC2 (configuration not stated)
i	CN(Cc1ncccc1C(=O)O)Cc1nccn1Cc1ccccc1
i	CC(CNC(=O)c1sccc1Cl)Oc1cccnc1 (configuration not stated)
i	CS(=O)(=O)N1CCC(NCC(c2ccccc2)N2CCCCCC2)CC1 (configuration not stated)
i	Cc1nc(CN(C)C(=O)CSc2ccc(Cl)cc2)no1
i	COc1ccc(-c2cc(Nc3cccc(O)c3)nc(C)n2)cc1
i	CN1CC2(CCN(C(=O)c3cc4ccccc4s3)C2)OC1=O (configuration not stated)
i	Cc1cc(N2CCOCC2)nc(N2CCN(S(=O)(=O)c3ccc4c(c3)Cc3ccccc3-4)CC2)n1
i	O=C(O)CNc1ccccc1C(=O)N1CCC(O)(c2ccc(F)cc2)CC1
i	O=C(CCCc1nc(-c2ccco2)no1)NC[C@@H]1C[C@@H]2C=C[C@H]1C21CC1
i	O=C(NCc1cc(-c2cccnc2)no1)c1cnn(Cc2ccccc2)c1
i	Cc1nc(C(C)NC(=O)Cn2c(C3CC3)nc3ccccc32)n[nH]1 (configuration not stated)
i	O=C(NCc1cccnc1-n1ccnc1)c1cnc(CN2CCCC2)s1
i	CCOC(=O)c1cc2n(n1)CC(C)(C(=O)NCCC(C)C)N(Cc1ccc3c(c1)OCO3)C2=O (configuration not stated)
i	CN(C)c1cc(N2CCN(c3ccc(S(C)(=O)=O)cc3F)CC2)ncn1
i	O=C(NCCc1nc2cccnc2n1C1CCCCC1)Nc1ccc(F)cc1
i	Cc1ccc2ccccc2c1CN1CCOCC(CN(C)C)C1 (configuration not stated)
i	CN(C)c1nc2c(c(=O)[nH]1)CCN(C(=O)c1n[nH]c3c1CCC3)C2
i	Cc1nc(CNC(=O)c2onc3ccccc23)nc2c1CCCC2
i	C=CC[C@@H]1CC=C[C@@H](C)N1C(=O)Cn1ccc(=O)c2ccccc21
i	O=C(NCc1ccccn1)C1CNCCN1C(=O)c1cnc2ccccc2c1 (configuration not stated)
i	Cc1cc(C)n(CC(=O)N2CCOC(c3ccc(Cl)cc3)C2)c(=O)n1 (configuration not stated)
i	COc1ccc(C2C=C(c3ccccc3)Nc3nc(NC(=O)CCCC(=O)O)nn32)cc1 (configuration not stated)
i	Cc1cccc(C)c1NC(=O)c1cccc(NC(=O)C(C)n2cccc2)c1 (configuration not stated)
i	Cc1cc2ccccc2n1CCNC(C)Cn1cncn1 (configuration not stated)
i	CCN(CC)Cc1cnc2c(C(=O)Nc3c(C)cc(=O)[nH]c3C)cnn2c1
i	CCCCC(NC(=O)c1sc2ncn(C)c(=O)c2c1C)c1cccnc1 (configuration not stated)
i	O=C(c1ccsc1)N1CC[C@@H](c2ccc3c(c2)OCO3)[C@H](O)C1
i	Cc1cc(C(=O)N2CCCC3(CCN(C)CC3)CC2)nc(C)n1
i	Cc1ccc(Nc2nc(NCC(C)C)nc3c2cnn3-c2ccccc2)cc1
i	O=C(c1cccnc1)N1CCC(N2CC[C@@H](c3ccc(F)cc3)[C@H](O)C2)CC1
i	Cc1cc2n(n1)CCC(=O)N2Cc1ccc(C(=O)Nc2cccc(F)c2)cc1
i	Cc1ccc(CNC(=O)C2(C)Cn3nc(C(=O)NCCN4CCCCC4)cc3C(=O)N2C)cc1 (configuration not stated)
i	CCCN(C)Cc1c(C(=O)N2CCN(C3CCCCC3)CC2)nc2ccccn12
i	Cc1cnc(N(C)Cc2cc(C3CC3)n[nH]2)nc1N(C)C
i	CCOC(=O)CN1CCCC1c1ccccn1 (configuration not stated)

Some of the entries above in another layout.
Cc1cc(N2CCCC2)nc(Nc2ccc(NC(=O)C3CCCCC3)cc2)n1
  FECH block: i
COc1ccc(C(=O)NC2CC(=O)N(c3cccc(F)c3)C2)c(OC)c1 (configuration not stated)
  FECH block: i
CN(C)c1cc(N2CCN(c3ccc(S(C)(=O)=O)cc3F)CC2)ncn1
  FECH block: i
O=C(O)c1[nH]ncc1CN1CCN(c2nnc(C(F)(F)F)s2)CC1
  FECH block: i

Back to the main list, repeating the 6 entries before the break.
FECH block	smiles
i	O=C(c1cccnc1)N1CCC(N2CC[C@@H](c3ccc(F)cc3)[C@H](O)C2)CC1
i	Cc1cc2n(n1)CCC(=O)N2Cc1ccc(C(=O)Nc2cccc(F)c2)cc1
i	Cc1ccc(CNC(=O)C2(C)Cn3nc(C(=O)NCCN4CCCCC4)cc3C(=O)N2C)cc1 (configuration not stated)
i	CCCN(C)Cc1c(C(=O)N2CCN(C3CCCCC3)CC2)nc2ccccn12
i	Cc1cnc(N(C)Cc2cc(C3CC3)n[nH]2)nc1N(C)C
i	CCOC(=O)CN1CCCC1c1ccccn1 (configuration not stated)
i	Cc1cc(C)cc(NC(=O)CC(=O)N(Cc2ccncc2)Cc2ccco2)c1
i	Cc1ccc(C(C)NC(=O)CN2CCC(O)(Cn3ccnc3)CC2)cc1 (configuration not stated)
i	O=C(CSc1nc(-c2ccc3c(c2)OCO3)nc2cc(=O)[nH]n12)Nc1ccc2c(c1)OCO2
i	COc1ccc(C(=O)Nc2sc3c(c2-c2nc4ccccc4s2)CCN(C)C3)cc1OC
i	CN1CCN(C(=O)c2ccnc(N3CC(c4ccccn4)C3)c2)CC1
i	CN1CC2(CCN(C(=O)C3c4ccccc4-c4ccccc43)C2)OC1=O (configuration not stated)
i	CCOC(=O)N1CCN(c2nc(C)ncc2CC)CC1
i	Cc1cc(NC(C)CN2CCOCC2)nc(-c2ccccc2)n1 (configuration not stated)
i	CN1CC(=O)N(CC(=O)Nc2cccc3c2CCCC3)c2ccccc2C1=O
i	Cc1ccc(S(=O)(=O)NCc2nc3cccnc3n2C2CC2)c(C)c1
i	OCCNc1nc(Nc2ccc3c(c2)OCO3)c2cnn(-c3ccccc3)c2n1
i	Cc1ccc(N2CC(NC(=O)c3ccc(S(=O)(=O)N4CCOCC4)cc3)CC2=O)cc1C (configuration not stated)
i	CC(O)CNC(=O)C(=O)NCc1n[nH]c(=O)c2ccccc12 (configuration not stated)
i	CCCc1c(C)nc2ncnn2c1Sc1ccc(NS(=O)(=O)c2cc(C)cc(C)c2C)cc1
i	O=C(CCn1cncn1)Nc1ccccc1C(=O)n1cnc2ccccc21
i	O=C(NCC1CCCO1)c1ccc(CN2C(=O)CCn3nc(-c4cccc(Cl)c4)cc32)cc1 (configuration not stated)
i	COC(=O)c1ccc(Cn2ccnc2-c2nccn2C(C)C)cc1
+	Cc1ccc(S(=O)(=O)N(Cc2ccccc2C)c2nc3nc(C)cc(C)n3n2)cc1
i	O=C(CCC(=O)N1CCCN(c2ncccn2)CC1)NC1CCCC1
i	CC(=O)Nc1c2n(c3ccccc13)CC(C)(C(=O)NCCC(C)C)N(CCC(C)C)C2=O (configuration not stated)
i	CN1Cc2ccccc2CC1Cn1ccnc1-c1ccc(CO)o1 (configuration not stated)
i	CCCc1cc(Sc2ccc(NC(=O)Nc3ccc(C)c(C)c3)cc2)n2ncnc2n1
i	CC1CCCCN1S(=O)(=O)c1ccc2c(c1)CCN2C(=O)CCC(=O)N1CCCC1 (configuration not stated)
i	NS(=O)(=O)c1ccc2nc(NC(=O)CS(=O)(=O)c3ccc(Cl)cc3)sc2c1
i	COCc1nc2cccnc2n1C1CCN(S(=O)(=O)Cc2ccccc2)CC1
i	COc1cccc2c1OCCCN(Cc1cn[nH]c1C(=O)O)C2
i	CCc1nc(NC(=O)NCc2ccc(C)o2)nn1C
i	CCc1c(C)nc2ncnn2c1Sc1ccc(NC(=O)Nc2ccc(F)c(Cl)c2)cc1
i	COc1ccc(S(=O)(=O)Nc2cnc(N(C)Cc3ccccc3)c(C(=O)O)c2)cc1Cl
i	CCN(Cc1noc(C)n1)C(=O)Cc1c(C)nn(-c2ccccc2)c1C
i	CN(C)c1nc(Nc2cccc(F)c2)c2cnn(-c3ccccc3)c2n1
i	Cc1ccccc1CN(Cc1ccncc1)CC(C)C
i	CC1(C)[C@H]2CC=C(CCNCc3nc(-c4ccco4)no3)[C@@H]1C2
i	Cc1nn(C)c(C)c1CCC(=O)N1CCN(C(=O)C2CCCO2)CC1 (configuration not stated)
i	COc1ccc(Nc2cc(C)nc(Nc3ccc(NC(=O)c4ccc(F)cc4)cc3)n2)cc1
+	O=C(NCc1ccccn1)c1nc[nH]c1C(=O)NCc1cccc(C(F)(F)F)c1
i	CCSc1nc(CC(=O)NCc2cc(CC)no2)cs1
i	Cc1ccc(-n2c(=O)n(C)c3c(C(N)=O)nc(-c4ccc(Cl)cc4)nc32)cc1C
i	Cc1cc(C)c(S(=O)(=O)N2CCN(c3nc(C)cc(N4CCCCC4)n3)CC2)c(C)c1
i	Nc1cccc(-c2cccc(OCc3ccccc3)c2)n1
i	CCOC(=O)c1cccc(Nc2cc(-c3ccc(C)cc3)nc(C)n2)c1
i	O=C(NCCCN1CCCC1)c1cccn1-c1nnc(N2CCCCC2)s1
i	CCNc1ncc(C(=O)NCC2=CCCCC2)cn1
i	Cn1c(=O)n(Cc2cccnc2)c(=O)c2cnc(-c3cccnc3)nc21
i	COC(=O)c1[nH]nc2c1C(c1oc3ccc(C)cc3c1C)CC(=O)N2 (configuration not stated)
i	Cc1ccsc1CN(C)CCCn1cccn1
i	C1=CCC(c2nccn2CCc2ncc[nH]2)CC1 (configuration not stated)
i	COc1ccc(S(=O)(=O)N2CCN(Cc3nc4cccnc4n3-c3ccc(C)cc3)CC2)cc1
i	COC(=O)c1cccc(-c2nccn2CCc2ccco2)c1
i	O=C(c1ccccc1)N1CCC(NCCc2nc3ccccc3[nH]2)CC1
i	COC(=O)c1cc2n(n1)CCCN(Cc1cccnc1N1CCOCC1)C2
i	Cc1nc(CCNC(=O)c2cnn(Cc3ccccc3)c2)cc(=O)[nH]1
i	Cc1cnc(NC(C)CCN2CCOCC2)nc1N(C)C (configuration not stated)
i	COC(=O)[C@@H]1C[C@H](NC(=O)c2cnnn2-c2ccccc2)CN1C
i	Cc1nc2c(c(=O)n1C)CCN(Cc1nc(C(C)C)cs1)CC2
i	Cn1c(=O)n(C)c2cc(Cn3ccnc3-c3ccc(-n4ccnc4)cc3)ccc21
i	CCCCn1ncc(C)c1NC(=O)C1CC(=O)c2ccccc21 (configuration not stated)
i	COc1ccc(Cl)cc1C(=O)Nc1cc(C)nn1-c1ncnc2c1cnn2-c1ccc(C)cc1C
i	Cc1ccc(NC(=O)C(C)C)c(C(=O)N2CCCN(C)CC2)c1
i	COc1nccnc1N1CCC(CO)(CCc2ccccc2)CC1

Reformatted as tab-separated lines: part of the list above
molecule	FECH block
Nc1cccc(-c2cccc(OCc3ccccc3)c2)n1	i
CCOC(=O)c1cccc(Nc2cc(-c3ccc(C)cc3)nc(C)n2)c1	i
O=C(NCCCN1CCCC1)c1cccn1-c1nnc(N2CCCCC2)s1	i
CCNc1ncc(C(=O)NCC2=CCCCC2)cn1	i

Additional entries.
FECH block	smiles
i	CCOCCCn1ccnc1-c1cc2ccccc2n(C)c1=O
i	COC(=O)c1ccccc1NC(=O)N1CCC2(CC1)CNC(=O)C2
i	Cc1cc(N2CCN(C(=O)Nc3nc(-c4ccccc4)ns3)CC2)cc(C)n1
i	Cc1ccc(N2C(=O)CCS2(=O)=O)cc1S(=O)(=O)Nc1c(C)cccc1C
i	CC(C)c1cc(Nc2ccc(F)cc2)n2nc(-c3cccnc3)nc2n1
i	O=C(c1cc2n(n1)CCN(Cc1ccccc1)C2)N1CCCCC1CCO (configuration not stated)
i	CCc1c(C)nc2ncnn2c1Sc1ccc(NC(=O)Nc2cccc(Cl)c2C)cc1
i	O=C(NCc1ccccc1Cl)C1CCCN1C(=O)C1CCCCC1 (configuration not stated)

Screens: PubChem BioAssay, School of Medicine, Indiana University
